Screens: PubChem, National Center for Advancing Translational Sciences (NCATS)
GLS inh = glutaminase GLS (human) inhibition; O94925; GLS enzymatic activity, qHTS titration; Potency, µM (top dose mostly 45.5 µM), for inactives: at the top dose activity change, negative = inhibition, usual class: inhibitors; hit rate 0.21% among 410,000; AID 624170; active means well fitted inhibition curve with a large enough effect; inconclusive means small, poorly fitted or top-dose-only effect, or another doubt; inactive means no such curve, though single readings can be large or run the other way; further: potency means the concentration at half of the fitted maximal effect
Target sequence (O94925 whole entry, looked up): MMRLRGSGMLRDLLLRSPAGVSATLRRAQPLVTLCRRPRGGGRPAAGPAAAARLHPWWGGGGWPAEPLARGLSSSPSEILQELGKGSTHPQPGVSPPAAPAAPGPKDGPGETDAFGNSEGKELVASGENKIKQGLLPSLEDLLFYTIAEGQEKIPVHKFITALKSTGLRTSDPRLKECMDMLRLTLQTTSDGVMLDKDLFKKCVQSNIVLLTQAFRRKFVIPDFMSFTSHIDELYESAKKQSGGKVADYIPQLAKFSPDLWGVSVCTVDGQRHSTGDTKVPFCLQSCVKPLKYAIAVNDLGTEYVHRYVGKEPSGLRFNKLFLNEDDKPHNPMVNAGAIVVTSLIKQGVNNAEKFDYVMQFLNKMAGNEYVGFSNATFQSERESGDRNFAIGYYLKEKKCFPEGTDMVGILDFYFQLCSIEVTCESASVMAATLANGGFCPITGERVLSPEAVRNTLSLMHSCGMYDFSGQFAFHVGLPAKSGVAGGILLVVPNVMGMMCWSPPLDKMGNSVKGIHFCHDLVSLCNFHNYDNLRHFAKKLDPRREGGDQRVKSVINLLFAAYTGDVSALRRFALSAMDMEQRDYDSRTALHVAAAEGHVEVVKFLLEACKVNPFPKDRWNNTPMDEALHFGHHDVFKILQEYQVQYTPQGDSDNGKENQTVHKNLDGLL
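hKGA in 45 mM KH2PO4 (pH 8.2), 0.02% Tween-20 with compound, then 1mM L-Glutamine (stock as added) plus glutamate oxidase/HRP/Amplex red coupling mix. Fluorescence read initially and after 30 min at RT; signal change reflects glutamate formation.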
PI4K2A inh = blocks human PI4K2A kinase activity; Q9BTU6; purified PI4K2A, ADP-Glo luminescence, 1 h; active compounds read low; activity change, negative = inhibition, % at 76.9 µM; hit rate 0.13% among 420,000; in the data active means activity change below about -50%; inconclusive means mostly about -30% to -49%;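 further: -100% = wells without enzyme as full effect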
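In this quantitative HTS, ADP production by PI4K2A was quantified luminescently after 1 h at ambient temperature; 100 microM adenosine served as plate-quality control.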
* marks the source's active call; other numbers are inactive results; ? = inconclusive. Unless noted, on the % scale 0 is the no-effect control and ±100 the full control effect.

| GLS inh | PI4K2A inh | SMILES |
| --- | --- | --- |
| -0.3% | -1.6 | COc1ccc(C(C)(O)c2nc(-c3ccoc3)cs2)cc1 (centres undefined) |
| -8.5% | 4.3 | CC1(Cc2cc(Cl)ccc2C(F)(F)F)C(=O)Nc2cc(C(F)(F)F)ccc21 (centres undefined) |
| 4.4% | -5.5 | COc1ccc(-n2nnnc2C(c2ccnc3ccccc23)N2CCN(C/C=C/c3ccccc3)CC2)cc1 (centres undefined) |
| 4.3% | 0.0 | COc1cccc(-c2cc3nc(NCc4ccccc4F)n(C)c(=O)c3s2)c1 |
| -3.6% | 7.5 | CC(C)n1nnnc1C1c2ccccc2C(=O)N1Cc1cccnc1 (centres undefined) |
| -12.8% | 2.3 | Cc1ccc(OCCN2CCC2(C)C(=O)Nc2ccc3c(c2)OCO3)cc1 (centres undefined) |
| 3.5% | -5.7 | CC(C)NC(=O)c1cc(C2CCCCN2S(=O)(=O)c2cccs2)on1 (centres undefined) |
| -1.1% | -4.7 | O=C1NC[C@H](CCCCN2C[C@H](Cc3ccc(O)cc3)N(CCc3ccccc3)C(=O)C2=O)N(CCC2CCCCC2)C1=O |
| -9.0% | 4.1 | COCCNc1nc2cc(-c3ccccc3OC)sc2c(=O)n1C |
| 0.8% | 3.4 | COc1cccc(C(O)c2nc(-c3cccc(NC(C)=O)c3)cs2)c1 (centres undefined) |
| 11.6% | -0.6 | COc1cc(CNc2ncnc3c2ncn3[C@H]2CN(Cc3cccc(C(F)(F)F)c3)C[C@@H](CO)O2)cc(OC)c1OC |
| -9.8% | 2.7 | COc1cccc(C(NC(C)=O)c2nc(-c3ccccc3)cs2)c1 (centres undefined) |
| -7.6% | 4.2 | O=C(COc1ccc(CNC[C@H]2O[C@@H](n3ccc(=O)[nH]c3=O)[C@H](O)[C@@H]2O)cc1)Nc1nccs1 |
| 1.6% | -2.8 | O=C1NC[C@@H](CCCCN2C[C@H](Cc3ccc(O)cc3)N(CCc3ccccc3)C(=O)C2=O)N(CCc2ccccc2)C1=O |
| -0.9% | 3.1 | COCCNc1nc(Oc2ccccc2)c2sccc2n1 |
| 10.2% | -6.4 | COc1ccc(CC(N)c2csc(NC(=O)Cc3ccccc3)n2)cc1 (centres undefined) |
| -0.3% | 1.0 | COc1ccc(C(O)c2nc(-c3ccccc3)cs2)cc1 (centres undefined) |
| 3.3% | -0.9 | CCCOc1ccc(F)cc1-c1cc(C(=O)NC2CCCCC2)[nH]n1 |
| 1.3% | -1.5 | CCOc1ccc(CCN2C(=S)N([C@@H](CC(C)C)CN3CCC[C@@H]3CN3C(=S)NC[C@@H]3Cc3ccccc3)C[C@@H]2Cc2ccc(O)cc2)cc1 |
| -6.5% | -2.0 | Cc1ccc(Cc2c(C(C)(C)C)nc3cc(C)c(Br)c(C)n23)cc1 |
| -20.3% | -17.2 | COC(=O)[C@@]1(Sc2ccc(C)cc2)CC(=O)N(c2cccc(SC)c2)[C@@H]1c1ccccc1 |
| -13.6% | -12.1 | COc1ccc(Cc2c(-c3ccccc3)nc3c(C)cc(Br)cn23)c(C)c1 |
| 10.9% | -3.1 | O=c1[nH][nH]c2c1[C@H](CCc1cccc(Cl)c1)O[C@H](C1CC1)C2 |
| 0.1% | -2.3 | CC1(C(=O)NS(=O)(=O)C2CC2)CCCN(C(=O)c2ccc(F)cc2Cl)C1 (centres undefined) |
| -12.0% | 0.9 | CC(C)=CCC[C@H](C)C[C@@H]1CC2=C(C(=O)OC(C)(C)O2)[C@H](c2ccc(F)cc2)O1 |
| -3.0% | -0.7 | CCCCNC(=O)C1(C)CCN1C(=O)c1cccc(OC(C)=O)c1C (centres undefined) |
| 7.9% | -4.4 | CCSc1ccc(-c2cc(NC=O)c3ncc(-c4cccc(C(=O)NCCN(C)C)c4)n3c2)cc1 |
| 7.2% | -1.6 | COCCNC(=O)C1CCCN(C(=O)c2sc(-c3ccccc3)nc2C)CC1 (centres undefined) |
| 30.2% | 0.4 | CCc1nc2ccc(C(=O)Nc3cccc(NS(C)(=O)=O)c3)cn2c1N(CC)CCOC |
| 6.4% | -3.5 | O=C1Nc2ccccc2CN2C(=O)c3cc(Cl)ccc3NC(=O)C12 (centres undefined) |
| -0.9% | 27.7 | CCNC(=O)C1(C)CCN(C(=O)c2ccc(F)cc2Cl)C1 (centres undefined) |
| 2.5% | -1.5 | Cc1ccc(OCCNC(=O)[C@H]2O[C@@H](n3cnc4c(N)ncnc43)[C@H](O)[C@@H]2O)cc1C |
| -3.0% | -3.5 | CCOC1=C2[C@H](c3ccc(Cl)cc3)N(S(=O)(=O)c3ccc(C)cc3)C[C@H]2n2c(=O)n(-c3ccccc3)c(=O)n2C1 |
| 6.5% | -3.1 | CCCCNC(=O)C1(C)CCN1C(=O)c1ccc(OC)c(C(F)(F)F)c1 (centres undefined) |
| -3.2% | -4.6 | CN(C)CCN1CCN(C2CN(Cc3cn(Cc4ccc(F)cc4)nn3)S(=O)(=O)C2)CC1 (centres undefined) |
| 1.3% | 0.1 | CC1(C(=O)Nc2ccccc2Cc2ccccc2)CCN1CCc1ccccc1 (centres undefined) |
| 11.7% | -4.9 | COc1ccc(-c2nc3ccc(Br)cn3c2Cc2ccc(C)cc2)cc1OC |
| 4.0% | -2.8 | COCCNc1nc(NC(C)C)nc2ccsc12 |
| -7.4% | -0.2 | OC(c1cc(F)cc(Cl)c1)c1ncc(-c2ccccc2C(F)(F)F)[nH]1 (centres undefined) |
| 4.8% | -0.2 | CC(CC(=O)Nc1ccc2c(c1)c(=O)n(C)n2-c1ccccc1)c1ccccc1 (centres undefined) |
| -0.4% | 0.4 | O=C(Nc1ccccc1Cl)c1cc(C2CCCCN2C(=O)C2CCCCC2)on1 (centres undefined) |
| 6.6% | -0.7 | Cc1cc(Cl)ccc1C(O)c1ncc(-c2cccc(F)c2)[nH]1 (centres undefined) |
| -18.8% | -1.4 | CC(=O)Nc1ccc(NCCc2cccs2)cc1 |
| -5.6% | -0.4 | N#Cc1ccc(-c2nc3ccc(Br)cn3c2Cc2ccccc2C(F)(F)F)cc1 |
| -0.3% | -5.1 | COCCNc1nc(NCc2ccc(NC(C)=O)cc2)c2sccc2n1 |
| -8.9% | -13.5 | Cc1ccc2nc(-c3ccccc3)c(Cc3ccccn3)n2c1 |
| 1.2% | -2.9 | COc1ccc(C(O)c2ncc(-c3ccccc3C)[nH]2)cc1 (centres undefined) |
| -1.8% | 1.7 | COc1ccc(Cl)cc1-c1cc(C(=O)Nc2ccc(F)cc2)[nH]n1 |
| ? | -1.0 | Nc1[nH]c(C(=O)c2ccccc2)c(-c2ccccc2C(F)(F)F)c1C(=O)NCc1ccc(F)cc1 |
| 4.1% | 4.9 | N#Cc1cccc(-c2csc(C(O)c3ccco3)n2)c1 (centres undefined) |

Next records follow.
| GLS inh | PI4K2A inh | SMILES |
| --- | --- | --- |
| 1.9% | -12.5 | CN(C)CCN1CCN(C2CN(Cc3cn(Cc4ccc(C(F)(F)F)cc4)nn3)S(=O)(=O)C2)CC1 (centres undefined) |
| -16.5% | 0.6 | CCCc1c(-c2cccc(F)c2)ncn1Cc1ccccc1OC |
| 2.2% | -1.4 | COc1cccc(CNc2nc(NC(C)C)nc3ccsc23)c1OC |
| 0.5% | -2.0 | Cc1cc(F)ccc1-c1cc(C(=O)NC2CCCCC2)[nH]n1 |
| -5.7% | -5.5 | Clc1cccc(CNc2ccn3nc(-c4ccc(OCc5ccccc5)cc4)cc3n2)c1 |
| 1.3% | 0.1 | CC1(C(=O)NC2CCCC2)CCN1C(=O)Cc1ccc(-c2ccccc2)cc1 (centres undefined) |
| 7.6% | -2.2 | CC1(C(=O)NS(=O)(=O)c2ccccc2Cl)CCN1C(=O)CCc1ccc(Cl)cc1Cl (centres undefined) |
| -1.0% | -2.5 | O=C(Nc1nnc([C@@H]2C[C@H](O)[C@@H](CO)O2)s1)c1cccc2ccccc12 |
| -0.3% | -2.9 | COCCNC(=O)C1(C)CCCN(C(=O)c2cnc3ccccc3n2)C1 (centres undefined) |
| 8.5% | 0.7 | Cc1cccnc1C(NC(=O)C1CCN(Cc2ccccc2)CC1)c1ccc(F)cc1 (centres undefined) |
| 5.7% | 2.2 | COC(=O)c1cccc(CC2(C)C(=O)Nc3cc(-c4ccccc4Cl)ccc32)c1 (centres undefined) |
| ? | -2.9 | COc1ccc(NC(=O)c2cccc3c(-c4cccnc4)coc23)cc1 |
| 2.3% | -2.5 | COc1ccc(C(O)c2ncc(-c3cccc(F)c3)[nH]2)cc1F (centres undefined) |
| 3.0% | 1.2 | O=C(CC[C@H]1O[C@@H](n2cnc3c(NC(=O)c4ccccc4)ncnc32)[C@H](O)[C@@H]1O)N[C@@H](CO)c1ccccc1 |
| 8.0% | -4.3 | Cc1nc(C(F)(F)F)ccc1C(=O)N1CCC1(C)C(=O)NS(=O)(=O)c1cccc(C#N)c1 (centres undefined) |
| -18.8% | ? | Nc1ncnc2c1nc(-c1ccccc1)n2C1OC(CO)C(O)C1O (centres undefined) |
| 8.3% | -3.4 | CC(=O)NC(c1ccc(F)c(F)c1)c1nc(-c2cccc(C(=O)O)c2)cs1 (centres undefined) |
| -0.2% | -0.7 | Cc1cncc(NCc2cccc(Cl)c2)n1 |
| -0.4% | -3.0 | Cc1cccc(C)c1NC(=O)C1c2ccccc2OCC(=O)N1Cc1cccnc1 (centres undefined) |
| -0.3% | 4.5 | NC(=O)NN=C1CCC(OCc2ccccc2)CC1CC(=O)O (centres undefined) |
| -1.8% | 3.6 | COc1ccc(CN2CCC2(C)C(=O)NCCc2c[nH]c3ccccc23)c2ccccc12 (centres undefined) |
| -1.8% | 1.6 | CSc1ccc(C(O)c2ncc(-c3cccc(OCc4ccccc4)c3)[nH]2)cc1 (centres undefined) |
| -12.9% | 8.9 | COc1ccc(CNc2nccn3ccnc23)cc1 |
| 0.1% | 1.9 | NC(Cc1ccc(C(F)(F)F)cc1)c1csc(Nc2ccc(S(N)(=O)=O)cc2)n1 (centres undefined) |
| 13.0% | 0.8 | O=C(c1cccc(Cl)c1)N1CCN(c2ccc3c(c2)C2CC3CCN2C(=O)OCc2ccccc2)CC1 (centres undefined) |

Entries of single compounds, looked up by structure:
`COc1ccc(Cc2c(-c3ccccc3)nc3c(C)cc(Br)cn23)c(C)c1` in the list: GLS inh = -13.6%; PI4K2A inh = -12.1
`O=c1[nH][nH]c2c1[C@H](CCc1cccc(Cl)c1)O[C@H](C1CC1)C2` in the list: GLS inh = 10.9%; PI4K2A inh = -3.1
`CCc1nc2ccc(C(=O)Nc3cccc(NS(C)(=O)=O)c3)cn2c1N(CC)CCOC` in the list: GLS inh = 30.2%; PI4K2A inh = 0.4

Carrying on.
| GLS inh | PI4K2A inh | SMILES |
| --- | --- | --- |
| 2.7% | 1.0 | O=S1(=O)CC(N2CCCC2)CN1Cc1cn(Cc2ccccc2)nn1 (centres undefined) |
| 3.2% | -2.9 | CCN(CC)c1ncnc2c1ncn2[C@H]1CN(Cc2cc(OC)c(OC)c(OC)c2)C[C@@H](CO)O1 |
| 5.5% | -5.2 | Clc1cccc(Cc2c(C3CCCCC3)nc3ccc(Cl)cn23)c1 |
| -4.9% | 2.9 | CC(=O)Nc1cccc(-c2ccnc3c2CC(C)(C(=O)NCc2ccc(N(C)C)cc2)O3)c1 (centres undefined) |
| -4.6% | 5.4 | O=C(NCc1ccco1)c1[nH]c(C(F)(F)F)nc1-c1ccccc1 |
| 8.2% | -0.4 | C[C@@H](CO)NC(=O)[C@H]1O[C@@H](n2ccc(=O)[nH]c2=O)[C@H](O)[C@@H]1O |
| 14.2% | -6.3 | CCc1nc2ccc(C(=O)NCCOc3ccc(OC)cc3)cn2c1N(C=O)Cc1ccc(OC)cc1 |
| -2.3% | -1.1 | CCc1nc2c(OCCOc3ccc(F)cc3)cccn2c1N(C=O)Cc1ccccc1 |
| 4.1% | -4.4 | O=c1[nH][nH]c2c1[C@@H](c1ccc(F)cc1)O[C@H](CCc1ccccc1)C2 |
| -24.4% | 0.1 | CC(=O)c1ccc(-c2cnc3c(NC=O)cc(-c4ccccc4Oc4ccccc4)cn23)cc1 |
| 1.3% | -1.8 | CC1(C(=O)Nc2ccc3ccccc3c2)CCC(=O)N1CCCn1ccnc1 (centres undefined) |
| 0.6% | -2.6 | COc1ccc(Nc2c(C3CC3)nc3nc(C)cc(C)n23)cc1 |
| -1.3% | -0.1 | COc1cccc(C(C)(O)c2nc(-c3ccc(F)cc3OC)cs2)c1 (centres undefined) |
| -2.9% | 4.6 | Cn1nc(C(C)(C)C)cc1N1C(=O)CCC1(C)C(=O)NC1CCCCC1 (centres undefined) |
| -6.5% | -0.6 | CC(C)CNC(=O)C1(C)CCCN1C(=O)CSc1ccccc1 (centres undefined) |
| 3.8% | 1.2 | Cn1nc(C(C)(C)C)cc1NC(=O)C1(C)CCN1C(=O)C1(c2ccccc2)CCCC1 (centres undefined) |
| 0.2% | 4.9 | CN1CCN(c2cccc3c2S(=O)(=O)N[C@@H](Cc2ccccc2)CO3)CC1 |
| -2.9% | -3.0 | CCCC(=O)N1CCC1(C)C(=O)Nc1cc(-c2ccccc2)nn1C (centres undefined) |

An excerpt from above in order of count of non-hydrogen atoms, rising.
| GLS inh | PI4K2A inh | SMILES |
| --- | --- | --- |
| 2.7% | 1.0 | O=S1(=O)CC(N2CCCC2)CN1Cc1cn(Cc2ccccc2)nn1 (centres undefined) |
| 1.3% | -1.8 | CC1(C(=O)Nc2ccc3ccccc3c2)CCC(=O)N1CCCn1ccnc1 (centres undefined) |
| -3.0% | -3.5 | CCOC1=C2[C@H](c3ccc(Cl)cc3)N(S(=O)(=O)c3ccc(C)cc3)C[C@H]2n2c(=O)n(-c3ccccc3)c(=O)n2C1 |

Only part of the results is shown; count on the stated rates, not on these rows.
